# Compound activity from PubChem.
# SF-1 act = activators of human nuclear receptor SF-1; CHO-K1 Gal4-SF-1 LBD luciferase reporter; % increase over DMSO SF-1-specific signal; activation, % at 10 µM; Q13285; 65,000 tested, 1.9% active;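 active = activation above the mean activation of all tested compounds plus 3 SD, cut at about 50% in these data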
#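 Test system: CHO-K1 cells with Gal4–hSF-1 LBD chimera plus Gal4-driven luciferase; Input: 4,000 cells/well; Compound: 10 µM only; Times: 20 h compound treatment, 37 °C; Measured by: steady-glow luciferase luminescence, read after 15 min reagent incubation; Measure: percent activation versus DMSO; Control set: DMSO and mock-transfected background; Replicates: one test per compound.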
# HER2 expr 66K = lowers expression of human Her2 kinase. HER2 level % of control, % at 10 µM. P04626. 65,000 tested, 0.69% active. SKBR-3 HER2 protein level, AlphaScreen, 18-24 h; hits give low values;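 active = HER2 level under 5% of the carrier-only control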;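 also: 100% = DMSO carrier and 0% = 500 nM PU-H71 HSP90 inhibitor; lower value means stronger loss of Her2 protein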
# Cdc25B block = inhibitors of human Cdc25B phosphatase; recombinant Cdc25B, OMFP fluorescence Ex485/Em525; inhibition, %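 (compounds tested at 10 µM final in the well)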; 65,000 tested, 0.1% active; in the data active = inhibition above about 50%
# Target sequence (P30305 whole entry, looked up): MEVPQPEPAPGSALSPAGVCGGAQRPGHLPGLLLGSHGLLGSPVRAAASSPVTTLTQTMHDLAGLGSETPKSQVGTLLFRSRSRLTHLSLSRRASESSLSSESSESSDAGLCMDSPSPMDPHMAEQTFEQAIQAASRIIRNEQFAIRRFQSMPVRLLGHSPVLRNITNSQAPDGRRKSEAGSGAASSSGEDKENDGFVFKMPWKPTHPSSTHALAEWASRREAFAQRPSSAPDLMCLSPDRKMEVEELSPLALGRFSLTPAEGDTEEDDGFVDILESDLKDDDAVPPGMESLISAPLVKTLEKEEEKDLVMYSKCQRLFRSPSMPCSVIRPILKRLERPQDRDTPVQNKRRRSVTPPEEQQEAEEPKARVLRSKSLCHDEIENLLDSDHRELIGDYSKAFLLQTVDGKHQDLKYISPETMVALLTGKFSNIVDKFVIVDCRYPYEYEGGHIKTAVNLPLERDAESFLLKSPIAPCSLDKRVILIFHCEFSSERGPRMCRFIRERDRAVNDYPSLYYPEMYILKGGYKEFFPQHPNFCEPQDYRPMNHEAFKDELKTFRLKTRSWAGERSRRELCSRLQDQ
# RORA act = activators of human nuclear receptor RORA; activation, % at 10 µM; AID 560; P35398; CHO-K1 Gal4-RORA LBD luciferase reporter, luminescence; percent increase over mock-subtracted basal signal; 65,000 tested, 1.5% active;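 active = activation above the mean of all tested compounds plus 3 SD, cut at about 49% in these data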;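 also: 0% = DMSO-treated RORA cells and 100% = added signal equal to DMSO minus mock-transfected cells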
# Target sequence (P35398 whole entry, looked up, the tested form may be a part): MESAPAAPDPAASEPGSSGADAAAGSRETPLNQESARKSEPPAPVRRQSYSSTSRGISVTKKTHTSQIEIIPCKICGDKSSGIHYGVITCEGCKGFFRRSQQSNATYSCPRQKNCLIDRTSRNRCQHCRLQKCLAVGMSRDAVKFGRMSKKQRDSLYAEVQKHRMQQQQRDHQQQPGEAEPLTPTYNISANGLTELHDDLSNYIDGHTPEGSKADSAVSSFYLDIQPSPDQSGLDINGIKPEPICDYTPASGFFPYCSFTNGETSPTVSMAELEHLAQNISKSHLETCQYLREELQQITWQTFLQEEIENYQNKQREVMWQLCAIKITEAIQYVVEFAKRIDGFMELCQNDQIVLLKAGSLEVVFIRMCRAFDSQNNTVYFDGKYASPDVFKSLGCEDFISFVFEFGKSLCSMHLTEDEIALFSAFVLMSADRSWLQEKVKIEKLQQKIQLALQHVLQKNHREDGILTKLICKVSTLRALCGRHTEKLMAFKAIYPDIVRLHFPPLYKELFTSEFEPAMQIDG
# D1 allo mod = allosteric modulators of human D1 dopamine receptor; P21728; HEK293 D1, CRE-luciferase, dopamine EC30 potentiation; actives deviate in either direction; B-score at 10 µM; 58,000 tested, 5.9% active;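 active = luminescence count or its row- and column-corrected plate score outside the 99.7% band of the plate's sample wells, on either side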
# Hsp90 inh = displaces geldanamycin probe from tumor Hsp90. P07900. NCI-N417 lysate Hsp90, Cy3B-geldanamycin FP displacement. inhibition, % at 30 µM. 64,000 tested, 0.35% active. AID 429;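 active = inhibition above 50%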;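 also: 0% = tracer plus lysate wells and 100% = tracer alone without lysate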
# MKP-1 inh = human dual specificity phosphatase 1 inhibition | AID 374 | 65,000 tested, 0.15% active | P28562 | recombinant MKP-1, OMFP hydrolysis fluorescence | inhibition, %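 (compounds tested at a single concentration somewhere between 10 and 100 µM)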;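 active = inhibition above about 50%, limit read from the data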;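 also: 0% = DMSO max control wells and 100% = wells with enzyme stopped by NaOH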
# FXIIa inh mix = factor XIIa (human) inhibition, mixture screen; P00748; purified FXIIa, fluorogenic substrate, pooled mixtures; inhibition, % at 5 µM; 62,000 tested, 0.2% active; AID 684; in the data active = inhibition above about 20%, passing the limit was not always enough;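 also: 0% = enzyme without compound and 100% = no enzyme blank; some results filed as inactive read as strong as hits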
# TNAP act DEA = human TNAP activation, intermediate phosphate acceptor; P05186; purified TNAP, CDP-star luminescence, 100 mM DEA, 30 min; hits give high values; scale: 0 levamisole-inhibited, 1 vehicle-only enzyme; activation factor at 20 µM; 64,000 tested, under 10 active; AID 813;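 active = activation factor of at least 2 at 20 µM, relative to controls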
# * marks the source's active call; other numbers are inactive results; . = no result given. Not a hit list; any-hit rate near 8.9%.
entry	Compound	SF-1 act	HER2 expr 66K	Cdc25B block	RORA act	D1 allo mod
1	CCSc1nc(-c2ccccc2)c(C#N)c(=O)[nH]1	-1	111	6	-16	-1.2
2	COc1ccc(C2CC(=O)N3CN(Cc4ccco4)CSC3=C2C#N)cc1 (configuration not stated)	10	104	1	-10	0.015
3	COc1ccccc1C1N(c2cc(Cl)ccc2OC)C(=O)C2CCCN21 (configuration not stated)	-6	105	-1	3	-0.53
4	CCOC(=O)c1ccc(NC(=O)CCNc2c(N3CCCC3)c(=O)c2=O)cc1	-2	100	-3	-4	-0.48
5	c1ccc(-n2nnnc2SCc2cn3cccnc3n2)cc1	-13	107	-1	-14	-0.079
6	Cn1c(=O)c2c(ncn2CC(=O)N2CCCc3ccccc32)n(C)c1=O	13	115	2	-10	-0.011
7	CCOC(=O)N1CCN(c2c(NCc3ccccn3)c(=O)c2=O)CC1	16	99	-12	6	0.54
8	COc1ccc(N2CCN(Cc3nc(N)nc(Nc4ccccc4OC)n3)CC2)cc1	6	90	3	3	-0.18
9	CCOC(=O)N1CCN(C(=O)C2CCC(C(=O)N3CCN(C(=O)OCC)CC3)CC2)CC1 (configuration not stated)	-6	92	-4	-3	-0.46
10	CC(=O)c1c(N2CCN(c3ccccc3)CC2)nc(=S)n(-c2ccccc2)c1C	-6	84	-7	-2	0.26
11	Cc1ccnc2c(N3C(=O)C4C5C=CC(C5)C4(C)C3=O)cccc12 (configuration not stated)	-6	62	-23	7	-0.54
12	O=C(CCCC(=O)N(CC(=O)NC1CCCC1)Cc1ccc(F)cc1)Nc1ccccn1	13	88	4	-16	-0.23
13	COC(=O)C1=C(C)N(c2cccc(C(C)=O)c2)C(=O)C1	-4	120	0	-17	0.1
14	Cn1nc(-c2ccc(Cl)cc2)c2cc(C(=O)N3CCN(C(=O)c4ccco4)CC3)sc21	-3	43	-6	12	0.088
15	CCOc1cc(NC(=O)c2ccco2)c(OCC)cc1NC(=O)CCC(=O)NCc1cccnc1	16	18	-15	-2	0.55

entry	Hsp90 inh	MKP-1 inh	FXIIa inh mix	TNAP act DEA
1	-2	20	-16	1
2	-2	-17	0	0.8
3	-2	-3	2	1
4	-3	9	6	0.9
5	1	19	8	0.9
6	-1	-4	-3	0.8
7	5	-10	1	0.9
8	-1	1	5	0.9
9	-4	6	2	0.9
10	-4	17	4	1
11	-4	-4	4	0.9
12	-9	7	2	0.9
13	-20	12	10	1
14	-2	23	15	0.9
15	11	-9	2	0.9

# Carrying on.
entry	Compound	SF-1 act	HER2 expr 66K	Cdc25B block	RORA act	D1 allo mod
16	CCOC(=O)C(C(=O)OCC)C(CC(=O)C1CC1)c1ccccc1 (configuration not stated)	-9	93	-4	-7	-0.0028
17	COC(=O)Nc1ccc2c(c1)ncn2C1CCCCC1	23	88	13	-6	-0.1
18	CC(NC(=O)OC(C)(C)C)C(=O)N1CCCC1C(=O)NC(Cc1ccccc1)C(N)=O (configuration not stated)	7	49	14	8	-0.014
19	Cc1ccc2cc(CN(C(=O)c3ccco3)c3ccccc3)c(=O)[nH]c2c1	14	75	2	2	.
20	Cc1ccc(-c2nn3c(C)nnc3s2)cc1NC(=O)c1ccc(-c2ccc(Cl)cc2Cl)o1	-26	103	7	-8	0.41
21	CN1CCN(Cc2c(O)c(Cl)cc3c(-c4ccccc4)cc(=O)oc23)CC1	-1	116	-8	1	-0.94
22	Cc1ccc(C)c(N(CC(=O)N(C)C)S(C)(=O)=O)c1	14	108	-12	-4	-0.45
23	C=CCn1c(NCCOC)nc2c1c(=O)n(C)c(=O)n2C	7	118	4	-18	0.83
24	CCC(C(=O)N1CCc2cc(OC)c(OC)cc2C1)c1ccccc1 (configuration not stated)	0	102	-20	-5	4.7
25	CCOc1ccc2nc(NS(C)(=O)=O)sc2c1	-4	118	-2	0	-0.046
26	Cc1ccc2nsnc2c1S(=O)(=O)NCc1ccncc1	-6	87	4	-4	.
27	O=c1c2ccccc2n(Cc2cccc(F)c2)c(=O)n1C1CCCC1	6	110	-1	-7	.
28	COC(=O)CCC/C=C1/SCC(NC(=O)c2ccccc2)C1O (configuration not stated)	-1	101	-11	-19	-0.19
29	COC(=O)COc1ccc(S(=O)(=O)Nc2ccccc2SC)cc1	9	97	-14	5	-0.39
30	CCOC(=O)Nc1cc(=O)c2ccccc2o1	2	58	-9	11	-0.019

entry	Hsp90 inh	MKP-1 inh	FXIIa inh mix	TNAP act DEA
16	2	7	1	0.9
17	5	3	0	1
18	-5	-3	9	1.1
19	-2	-11	.	1
20	-8	42	1	0.9
21	-2	-2	.	1
22	-4	-4	6	1
23	1	0	-17	1
24	-8	11	-16	0.9
25	-7	12	31	0.9
26	1	8	-1	0.9
27	-1	7	1	0.9
28	-14	4	9	0.9
29	-4	3	6	0.9
30	1	-13	0	1

# Some of the entries above in another layout:
# Screens in order: SF-1 act, HER2 expr 66K, Cdc25B block, RORA act, D1 allo mod, Hsp90 inh, MKP-1 inh, FXIIa inh mix, TNAP act DEA
16: CCOC(=O)C(C(=O)OCC)C(CC(=O)C1CC1)c1ccccc1 (configuration not stated)
→ -9, 93, -4, -7, -0.0028, 2, 7, 1, 0.9
24: CCC(C(=O)N1CCc2cc(OC)c(OC)cc2C1)c1ccccc1 (configuration not stated)
→ 0, 102, -20, -5, 4.7, -8, 11, -16, 0.9

# Continued.
entry	Compound	SF-1 act	HER2 expr 66K	Cdc25B block	RORA act	D1 allo mod
31	CCOc1ccc(NC(=O)CN2CCN(CC(=O)Nc3ccc(F)cc3)CC2)cc1	12	111	-26	-15	0.0079
32	CCC1CCCCN1C(=O)N[C@@H](Cc1ccccc1)C(=O)O (some centres not stated)	-16	93	-13	-5	0.39
33	CCOC(=O)N1CCN(CCC(=O)Nc2ccc(OC)cc2)CC1	.	90	-18	.	0.04
34	CCn1c(=O)n(CC)c2cc(S(=O)(=O)NCCOc3ccccc3)c(C)cc21	3	110	-1	-9	0.59
35	Cc1ccc(S(=O)(=O)NCCCCC(NC(=O)OC(C)(C)C)C(=O)O)cc1 (configuration not stated) (tested in a mixture with another compound)	11	116	-20	-8	-0.045
36	O=C(COc1nnnc2ccccc12)N1CCCc2ccccc21	-15	88	4	-5	0.0036
37	COc1ccc(C2(O)CCN(C(=O)c3c(F)cccc3F)CC2)cc1	-3	72	2	-6	.
38	COC(=O)C1=CN(C)C=C(C(=O)OC)C1c1ccc(O)c(OC)c1	2	92	8	-4	-0.29
39	CCN(CC)S(=O)(=O)c1cc(C(=O)Nc2nncs2)c(Cl)cc1Cl	-13	97	-8	-18	0.27
40	O=C1NCCCC1C(=O)Nc1cccc(C(F)(F)F)c1 (configuration not stated)	8	111	-3	3	.
41	Cn1cc(S(=O)(=O)N2CCc3ccccc3C2)c(=O)n(C)c1=O	7	81	3	-13	0.041
42	O=C(Nc1ccccc1C(=O)NCC1CCCO1)c1ccco1 (configuration not stated)	-15	137	-6	-19	0.17
43	CCOC(=O)C1CCCN(C(=O)c2ccc(OC(C)=O)cc2)C1 (configuration not stated)	6	93	-8	6	-0.32
44	CC1=C(C(=O)OC(C)C)C(c2cccc(F)c2)N2C(=O)C(C)SC2=N1 (configuration not stated)	-1	111	-6	-27	-0.14
45	COc1ccc(-n2cnnc2SCc2cnc(-c3ccccc3)s2)cc1	-3	95	-7	-6	0.39

entry	Hsp90 inh	MKP-1 inh	FXIIa inh mix	TNAP act DEA
31	-2	0	-19	1
32	1	-13	-16	1
33	.	6	10	0.9
34	1	18	9	1
35	0	1	1	0.9
36	1	-3	4	0.9
37	5	14	0	0.9
38	-3	-12	-11	0.9
39	0	-1	7	0.9
40	-2	-8	1	0.9
41	-5	17	-1	0.9
42	-4	4	10	1
43	-1	3	-16	0.9
44	-1	14	-14	0.9
45	-5	1	-5	0.9

# Grouped by structure: those above containing a tert-butyl group
entry	Compound	SF-1 act	HER2 expr 66K	Cdc25B block	RORA act	D1 allo mod
18	CC(NC(=O)OC(C)(C)C)C(=O)N1CCCC1C(=O)NC(Cc1ccccc1)C(N)=O (configuration not stated)	7	49	14	8	-0.014
35	Cc1ccc(S(=O)(=O)NCCCCC(NC(=O)OC(C)(C)C)C(=O)O)cc1 (configuration not stated) (tested in a mixture with another compound)	11	116	-20	-8	-0.045

entry	Hsp90 inh	MKP-1 inh	FXIIa inh mix	TNAP act DEA
18	-5	-3	9	1.1
35	0	1	1	0.9

# The results go on:
entry	Compound	SF-1 act	HER2 expr 66K	Cdc25B block	RORA act	D1 allo mod
46	CCN1CCc2c(C#N)c(N3CCCCC3)nc(N3CCOCC3)c2C1	-18	-22*	2	0	.
47	CCOC(=O)C1CCCN(Cc2ccc(OC)cc2OC)C1 (configuration not stated)	-10	108	-11	-22	-0.08
48	COc1ccc(OC)c(NC(=O)CSCC(=O)O)c1	-13	92	4	-22	0.078
49	O=C1c2ccccc2C(=O)N1CCCCN(C(=O)c1ccco1)c1ccc(Cl)cc1	-6	62	-4	5	2.7
50	CN(CC(O)COc1ccc(OCC(O)CN(C)C2CCCCC2)cc1)C1CCCCC1 (configuration not stated)	0	118	12	3	-0.32
51	CC(=O)NC1C(=O)N=C(SCC(=O)NC2CCCCC2)NC1=O (configuration not stated)	-15	133	-6	1	-0.6
52	CCOC(=O)c1cn[nH]c1N	-6	92	-5	-6	-1.3
53	Nc1ccc(-c2n[nH]c(=O)c3ccccc23)cc1N	-1	129	-5	9	0.63
54	COc1cccc(C2=NOC(C(=O)Nc3ccc(C(C)=O)cc3)C2)c1 (configuration not stated)	48	113	-3	30	0.57
55	COc1ccc(-c2c3c(=O)n(C)c(=O)n(C)c3c3nnc4ccccc4n23)cc1	-5	121	8	2	-0.71
56	COc1ccc(CCNC(=O)c2ccc3c(c2)NC(=O)C(N2CCOCC2)S3)cc1OC (configuration not stated)	2	72	-3	6	0.65
57	CCOC(=O)N1CCN(C(=O)CSc2nnc(-c3ccc(Cl)s3)o2)CC1	-22	95	-10	9	0.65
58	Cc1[nH]nc2c1/C(=N\O)CC(C)(C)C2	-6	98	-6	4	-0.016
59	CCOC(=O)N1CCN(C(=O)CN(C)S(=O)(=O)c2ccc3c(c2)C(C)(C)C(=O)N3C)CC1	3	76	7	-15	-0.45
60	Nc1nnc(-c2ccncc2)s1	3	91	5	-1	1

entry	Hsp90 inh	MKP-1 inh	FXIIa inh mix	TNAP act DEA
46	0	-36	.	0.9
47	-1	3	7	1
48	5	-33	1	0.9
49	-2	10	7	1
50	-3	2	-22	0.9
51	3	20	3	0.9
52	-2	10	-2	1
53	1	13	4	0.9
54	1	18	3	0.9
55	-8	8	1	0.9
56	-3	1	13	1
57	-2	14	1	1
58	1	0	-1	0.9
59	0	31	2	1
60	-1	19	5	0.9

# Next entries
entry	Compound	SF-1 act	HER2 expr 66K	Cdc25B block	RORA act	D1 allo mod
61	O=C(CCN1C(=O)COc2ccccc21)NCCN1CCN(c2ccccc2F)CC1	15	105	-7	3	-3.4
62	Cc1ccc(C(=O)NC2CC(C)(C)NC(C)(C)C2)cc1C	-8	98	-15	6	-1.7
63	c1ccc(-c2cc3c(ccc4nonc43)nn2)cc1	9	71	-5	38	1.6
64	O=C(CN(c1ccc(F)cc1)S(=O)(=O)c1ccccc1)NCc1ccco1	4	101	-6	0	.
65	O=C(Nc1nnc(-c2ccccc2)s1)c1ccc(Cl)c(S(=O)(=O)N2CCOCC2)c1	8	85	-4	-3	0.64
66	CCOc1ccc(-n2c(SCC(N)=O)nc3c(c2=O)SCC3)cc1	-14	62	-6	-29	-0.1
67	CCCCS(=O)(=O)C(=C1Nc2ccccc2N1)S(=O)(=O)CCCC	-3	97	-3	-12	-1.3

entry	Hsp90 inh	MKP-1 inh	FXIIa inh mix	TNAP act DEA
61	2	1	2	0.9
62	3	-19	2	0.9
63	-2	10	1	0.9
64	-5	3	-8	0.9
65	-4	7	-19	0.9
66	.	6	1	1
67	8	15	-13	0.9
